HSP90 refold inh: HSP90 inhibitors, primary screen, cell lysate, luminescence | Heat shock protein HSP 90 (rabbit reticulocyte lysate; luciferase refolding) | Rabbit reticulocyte lysate, luciferase refolding luminescence, 3 h | inhibition, % at 5.6 µM | hit rate 0.91% among 290,000 | AID 1789, 2009;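 active means inhibition above the screen-wide mean plus 3 SD, computed separately per campaign, cut at about 16% in these data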;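 further: 0% = DMSO wells and 100% = 60 µM geldanamycin wells; inhibitors lower the luminescence because luciferase stays unfolded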
aSyn UTR inh: MLPCN primary screen, SNCA 5' untranslated region; alpha-synuclein 5'UTR reporter, inhibitor activity; inhibition, % (tested at 7.5 µM); hit rate 0.82% among 300,000; in the data active means inhibition above about 60%;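 further: H4 neuroglioblastoma cells stably carrying SNCA 5'UTR luciferase fusion; 0% = DMSO wells and 100% = positive control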
GSK3 alpha inh: blockers of GSK3A enzyme activity – biochemical, luminescence, cell-free homogeneous, HTS, primary screen | Glycogen synthase kinase-3 alpha (Homo sapiens), P49840 | inhibition, % at 10 µM | hit rate 0.1% among 320,000 | GSK-3 alpha kinase, ADP-Glo luminescence, 60 min;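 in the data active means inhibition above about 50%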;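 further: GST-tagged GSK-3 alpha with peptide substrate and 25 µM ATP; 0% = DMSO neutral wells and 100% = GW8510 positive control wells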
Target sequence (P49840 whole entry, looked up): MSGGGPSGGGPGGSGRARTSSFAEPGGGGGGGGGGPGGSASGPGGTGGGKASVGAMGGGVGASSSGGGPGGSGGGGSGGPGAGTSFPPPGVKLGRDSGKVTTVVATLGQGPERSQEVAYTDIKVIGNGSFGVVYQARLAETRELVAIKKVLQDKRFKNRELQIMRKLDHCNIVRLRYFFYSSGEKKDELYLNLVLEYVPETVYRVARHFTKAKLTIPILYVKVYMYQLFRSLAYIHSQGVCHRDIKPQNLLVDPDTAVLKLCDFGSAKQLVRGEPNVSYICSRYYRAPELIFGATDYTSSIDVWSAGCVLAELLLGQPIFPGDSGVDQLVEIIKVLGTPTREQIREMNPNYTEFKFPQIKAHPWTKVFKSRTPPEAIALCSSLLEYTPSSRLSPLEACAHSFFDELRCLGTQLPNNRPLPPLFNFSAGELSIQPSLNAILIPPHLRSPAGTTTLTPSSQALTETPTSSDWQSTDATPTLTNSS
HSF1 inh: HSF1 inhibitors in luciferase reporter cells, primary screen, cell-based, NIH3T3, luminescence. NIH3T3-HGL HSE-luciferase, MG132-induced, luminescence 8 h; hits give low values. activity change, negative = inhibition, % at 7.5 µM (by protocol). hit rate 0.77% among 300,000;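 active means more than half of replicate wells show activity change below -50%, luminescence cut by over half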;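 further: luciferase reports HSF-1 transcriptional activity via heat shock element; 0% = median of DMSO wells and -100% = zero luminescence signal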
HSF1 activator: HSF-1 activators, primary screen, NIH3T3-HGL cells, MG132 stress, luminescence, single point; NIH3T3-HGL HSF-1 luciferase reporter, 8 h; 100% = twice DMSO control signal; activation, % at 9 µM; hit rate 1.7% among 300,000;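 active means mean replicate activation of at least 50% with a set share of replicates each reaching 50%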;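 further: 0% = median of the neutral control wells and 100% = twice that signal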
HIF activator: HIF pathway transcriptional activators, primary screen, cell-based, U2OS HRE-luciferase, luminescence; activation, % at 7.5 µM (by protocol); U2OS HRE-luciferase reporter; normalized: DMSO 0%, desferrioxamine 100%; hit rate 0.32% among 300,000; AID 1910, 2009;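 active means mean activation of at least 10% of the iron chelator positive control signal, with at least half of replicates also reaching 10%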
AI-2 QS mod: Vibrio harveyi AI-2 quorum sensing modulators, primary screen, JMH597 strain, luminescence/OD600 ratio; Vibrio harveyi JMH597 AI-2 luminescence/OD600 ratio, 9 h; hits give low values; strain lacks LuxN and CqsS sensors; 0 = neutral-control median; activity change, % at 7.5 µM; hit rate 0.4% among 300,000; in the data active means activity change below about -75%, passing the limit was not always enough;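 further: luminescence divided by OD600 gain over 9 h not by final OD600 alone; inactives centre near 13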
KLF5 inhibitor: KLF5 expression inhibitors, primary screen, DLD-1 cells, luminescence; DLD-1 KLF5 promoter-luciferase reporter; inhibition, % at 5 µM; hit rate 0.23% among 290,000;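 active means inhibition above a per-plate limit of that plate's mean compound inhibition plus 3 SD, cut at about 60% in these data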;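 further: 0% = DMSO wells and 100% = LY294002 at 200 µM; higher means less KLF5 promoter-driven luciferase light; inactives centre near -14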
IEC-6 cytotox: cytotoxicity in IEC-6 intestinal epithelial cells, primary screen, cytotoxicity control for KLF5 inhibitor project, cell-based, luminescence. inhibition, % at 5 µM. AID 1825, 2009. hit rate 0.78% among 290,000. IEC-6 cytotoxicity, luminescence viability; in the data active means inhibition above about 22%;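 further: 0% = plate median of test compound wells and 100% = cytotoxic reference compound wells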
GSK3beta inhib: human GSK3beta kinase inhibitors, primary screen, biochemical, cell-free homogeneous, HTS. activity score (negative = inhibition), % at 10 µM. GST-GSK3beta kinase, ADP-Glo luminescence, 60 min; hits give low values. hit rate 0.038% among 300,000. AID 2097, 2009;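 active means more than half of replicate wells score below -50%, meaning over 50% inhibition versus plate controls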;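 further: 0% = median DMSO wells and -100% = median GW8510 positive control wells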
Target sequence (P49841 whole entry, looked up): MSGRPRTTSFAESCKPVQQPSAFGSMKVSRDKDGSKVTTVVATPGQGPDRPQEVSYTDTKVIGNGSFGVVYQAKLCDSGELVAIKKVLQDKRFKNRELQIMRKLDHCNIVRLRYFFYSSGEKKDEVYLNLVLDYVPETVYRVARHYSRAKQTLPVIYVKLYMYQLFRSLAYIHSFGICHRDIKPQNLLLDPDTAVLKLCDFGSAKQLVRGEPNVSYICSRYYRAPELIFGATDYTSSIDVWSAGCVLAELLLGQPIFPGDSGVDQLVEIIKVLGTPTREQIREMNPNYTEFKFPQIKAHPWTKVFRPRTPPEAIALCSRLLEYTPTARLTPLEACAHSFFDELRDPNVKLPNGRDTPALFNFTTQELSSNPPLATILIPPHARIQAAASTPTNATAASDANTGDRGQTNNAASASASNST
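Test system – GST-tagged human GSK3beta kinase, cell-free · Incubation – 60 min enzyme reaction, room temperature · Signal – ADP-Glo luminescence · Also added – peptide substrate and ATP at 25 µM · Controls – DMSO neutral wells and GW8510 at 20 µM as positive · Buffer or medium – Tris/MgCl2 kinase buffer · Measure – Luminescence-derived activity versus plate DMSO and GW8510 wells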
Starred values were filed as active, the others as inactive; . = no result given.

SMILES | HSP90 refold inh | aSyn UTR inh | GSK3 alpha inh | HSF1 inh | HSF1 activator | HIF activator | AI-2 QS mod | KLF5 inhibitor | IEC-6 cytotox | GSK3beta inhib
Nc1ccccc1Nc1cc(-c2ccccc2)nn1-c1ccccc1 | -1 | -19 | -3 | 4 | 12 | -0.4 | 38 | -7 | -3 | -5
N#CC(C#N)=Cc1ccc(OCC(=O)N2CCOCC2)cc1 | 2 | -23 | 2 | -1 | -7 | -0.7 | -1 | -5 | 5 | 3
CN1CC(=O)N/C1=N\C(=O)Nc1ccc(O)cc1 | -1 | -7 | -1 | -1 | -18 | -0.3 | 6 | -24 | -2 | -3
CCc1sc(NC(=O)C(C)C)nc1-c1ccccc1 | -4 | -7 | -3 | 2 | 2 | -0.7 | 4 | -18 | -8 | 1
O=C(CSc1nn(-c2ccccc2)c(=S)s1)Nn1cnnc1 | 3 | -4 | 2 | 3 | -13 | 0.5 | . | -4 | 6 | .
CC(C)CCNC(=O)c1ccc2c(SCC(=O)O)c3c(nc2c1)CCCC3 | -2 | 5 | -4 | 17 | 62* | 1.1 | 10 | -23 | -1 | 2
CCN1CCN(CCNC(=O)C2CCN(Cc3nc(-c4ccc(Cl)cc4)oc3C)CC2)CC1 | 0 | -49 | . | -4 | 8 | -0.1 | 23 | -23 | -2 | -2
COc1ccc(CNC(=O)c2ccc(CS(=O)Cc3cccc(Cl)c3)o2)cc1 (centres undefined) | -6 | 18 | -3 | 6 | 1 | 0.1 | 17 | -6 | -1 | -1
COc1ccc(NC(=O)CSc2nnc3ccc(-c4ccncc4)nn23)cc1OC | -5 | 4 | -1 | -75* | -80 | -0.3 | 10 | -1 | -1 | -1
COc1ccc(/C=C2/C(=N)N3N=C(CC(=O)N4CCCC4)SC3=NC2=O)cc1 | -2 | -13 | -3 | 2 | 5 | 0.2 | 34 | 4 | -4 | 0
S=C(Nc1ccccc1Cl)N1CCCC(c2ccccc2)=N1 | 0 | -21 | 1 | 2 | -1 | -0.8 | 29 | -21 | -12 | 4
Cc1ccc(CNC(=O)CS(=O)(=O)Cc2nc(-c3ccccc3F)oc2C)cc1 | -2 | -1 | -3 | 29 | 57* | -0.2 | 13 | -6 | 3 | 1
N#Cc1cc2ccccc2nc1SCc1cccnc1 | -3 | 3 | . | 3 | -4 | -0.3 | 36 | 3 | -3 | 2
CCc1cc(SC#N)ccc1N | 8 | -23 | -1 | -2 | -16 | 0.1 | -46 | -3 | -3 | 3
CCN(c1ccc(NC(=O)CCc2nc3sc4c(c3c(=O)[nH]2)CCCC4)cc1)C(C)C | . | 1 | -1 | 1 | 17 | -0.7 | 17 | . | . | -1
COC(=O)[C@H]1[C@@H](C)N(Cc2ccccc2)C(=O)N[C@H]1c1ccccc1 | . | 15 | -1 | 3 | -2 | -1.1 | 25 | . | . | 1
O=S1(=O)C[C@@H](O)[C@@H](Nc2ccccc2)C1 | 2 | 25 | 4 | -2 | -7 | 0.1 | 24 | 3 | -4 | -1
C=Cc1ccc(CN2CCCN(Cc3ccc(F)cc3)S2(=O)=O)cc1 | -2 | -12 | -4 | -1 | 6 | -1.7 | 1 | -20 | -1 | -1
CC(=O)c1ccc(N2CCN(C(=O)C3(S(=O)(=O)c4ccc(Cl)cc4)CC3)CC2)cc1 | 0 | 20 | -3 | -7 | -19 | -0.4 | 33 | -34 | 2 | -3
Cc1cc(NC(=O)Cc2ccccc2)c2ccccc2n1 | 2 | 5 | -2 | 1 | 2 | 0.9 | -13 | -13 | 11 | 0
Cc1ccc(S(=O)(=O)c2cc3c(=O)n4ccccc4nc3n(C3CCCC3)c2=N)cc1 | 7 | 38 | -2 | 0 | 8 | -0.5 | 23 | -1 | 2 | 1
COc1cc(C(O)P(=O)(OC(C)C)OC(C)C)cc(OC)c1OC (centres undefined) | -2 | -25 | -7 | -13 | -2 | -0.8 | -3 | 21 | 1 | -1
CCC(=O)N1c2ccc(S(=O)(=O)NCc3ccccc3)cc2CC1C (centres undefined) | -9 | -21 | 1 | 2 | -2 | 1.3 | 5 | -25 | -12 | 1
COc1ccc(CNC(=O)C2CCCN2S(=O)(=O)c2ccc(Cl)cc2)cc1 (centres undefined) | 1 | -1 | -5 | 1 | 16 | . | 7 | -14 | 3 | -1
O=C(NS(=O)(=O)c1ccccc1Cl)c1ccc[nH]1 | 0 | 6 | 1 | -6 | -6 | 0.2 | 14 | -23 | -4 | -3
CN(CC1CCOCC1)C(=O)CC1C(=O)NCCN1C/C=C/c1ccccc1 (centres undefined) | 2 | 3 | -1 | . | . | -0.4 | 21 | 7 | 1 | -3
Cc1cnc(-c2nnc(N(C)C(=O)C3CCCO3)s2)cn1 (centres undefined) | -1 | -45 | -14 | -6 | 37 | 0.7 | 28 | -33 | -6 | -1
O=C(CCN1C(=O)/C(=C/c2cccs2)SC1=S)Nc1ccc(C(=O)O)cc1 | -1 | -35 | -3 | 2 | 6 | -0.2 | 12 | 4 | -5 | 1
CCOC(=O)c1c(C)oc2ccc(O)c(CN(C)C)c12 | 0 | -7 | 6 | -8 | -7 | -0.3 | 6 | 21 | 2 | 2
Cc1ccc(S(=O)(=O)NCC(C)NC(=O)CN2CCOCC2)cc1 (centres undefined) | 10 | 28 | -1 | 5 | 7 | 0.2 | 0 | 2 | 1 | 1
Cc1ccc(S(=O)(=O)N2CCOCC2)cc1C(=O)Nc1ccc(-c2cn3ccsc3n2)cc1 | 3 | -39 | -2 | 5 | -5 | -1.5 | 5 | -26 | -8 | 4
O=C(c1ccc(Br)s1)N1CCc2ccccc2C1 | 4 | -65 | -1 | 26 | 43 | 2.4 | 29 | -68 | -4 | -1
Cc1nc2ccccc2c2nc(N)nn12 | -4 | 23 | -1 | -10 | -5 | -0.1 | 15 | -35 | 0 | 4
Cc1ccc(C(=O)NCC(=O)O)cc1S(=O)(=O)N1CCCCC1 | 1 | -4 | 3 | -11 | 4 | 0.3 | 10 | -29 | -5 | 4
O=C(O)c1ccc(C2Nc3ccccc3C(=O)N2Cc2ccccc2)cc1 (centres undefined) | -1 | -10 | 5 | 1 | 5 | -1.2 | 10 | 18 | 1 | 2
Cc1ccc(CNC(=O)CC(C)S(=O)(=O)c2cc3c(cc2C)NC(=O)CO3)cc1 (centres undefined) | -3 | -8 | . | 1 | 4 | -0.2 | 14 | -12 | 4 | 0
Cc1ccc(CCNC(=O)C2CCN(S(=O)(=O)N3CCCCC3)CC2)cc1 | 1 | -18 | -1 | -1 | 2 | -0.6 | 30 | -34 | -6 | 4
COc1cccc2cc(C(=O)NCc3ccc(C)cc3)c(=N)oc12 | -1 | -17 | 1 | -1 | -2 | 0.0 | 25 | -33 | -2 | 0
NC(=O)CCN1CCN(C(=O)c2ccc3nc(Cc4cccc(Cl)c4)oc3c2)CC1 | 0 | -2 | -1 | 0 | -1 | -0.5 | 9 | -39 | 1 | 4
COc1ccc(NC(=O)C2CCCN2C(=O)Nc2ccccc2)cc1OC (centres undefined) | 0 | -12 | -1 | 0 | 5 | 0.2 | 4 | -13 | -11 | -1
COC(=O)C1=C(C)N(C)C(=O)NC1c1ccccc1 (centres undefined) | 3 | 0 | 1 | -4 | 12 | 0.1 | 37 | -8 | 6 | -2
COCCN1C(=O)N[C@@H](c2cccs2)C(C(=O)OC)=C1C | -2 | 6 | -3 | -2 | -12 | 0.1 | 11 | 6 | 5 | 4
CCNS(=O)(=O)c1ccc(NC(=O)c2ccccc2OCC)cc1 | -1 | 36 | -3 | 1 | -3 | . | 3 | -15 | 2 | 4
Cn1c(CN2CCCCC2)nc2cc(NC(=O)c3cccs3)ccc21 | 5 | -68 | -2 | 2 | 17 | . | 7 | -46 | -4 | 2
COc1ccc(C2/C(=C(/O)c3ccccc3)C(=O)C(=O)N2CC(C)O)c(OC)c1 (centres undefined) | 9 | 11 | 0 | -4 | 7 | 0.5 | 23 | -20 | 6 | 1
CC1(C)Cc2ccccc2-c2nc(NCCCO)[nH]c(=O)c21 | 0 | -10 | 1 | -5 | -11 | -0.3 | 5 | -7 | -4 | 0
CCn1c(SCC(=O)Nc2ccc3c(c2)OCO3)nnc1C(C)C | -7 | -8 | -1 | 1 | -3 | -0.3 | 8 | -14 | -6 | -1
O=C(Nc1ccncc1)C1CC1c1ccccc1 (centres undefined) | 2 | 8 | 1 | 0 | 9 | -0.4 | -21 | -34 | -2 | -4
Nc1nonc1-n1nnc(C(=O)N/N=C/c2cccc(Cl)c2Cl)c1CN1CCCC1 | 2 | -23 | 22 | -4 | 19 | 1.1 | . | -3 | -3 | .
CC(=O)c1cccc(OCc2cc(C(=O)N3CC4C[C@@H]5CC3C[C@H](C4)C5)no2)c1 | -3 | -21 | -2 | 2 | 22 | 0.5 | 15 | -24 | 3 | 0
COc1ccc(NC(=O)C2CC(=O)n3c(nc4ccccc43)N2)cc1 (centres undefined) | 6 | 3 | -3 | -2 | 9 | -0.2 | 21 | 7 | -3 | -1
CC(C)NC(=O)c1ccccc1NC(=O)/C=C/c1cccc([N+](=O)[O-])c1 | -6 | 63* | 0 | -4 | 4 | -1.1 | -3 | -16 | -1 | 0
Cc1ccc(SCc2nc3ccccc3n2CC(=O)Nc2ccccc2)cc1 | 2 | -3 | -2 | 10 | 13 | -0.2 | 6 | -1 | -1 | 1
CCc1noc(C)c1C(=O)N(CCOC)c1c(N)n(CC(C)C)c(=O)[nH]c1=O | 4 | 9 | 0 | -2 | -5 | -0.2 | 9 | -19 | 10 | 0
CCNC(=O)NC(=O)c1csc([N+](=O)[O-])c1 | -1 | -12 | -1 | 1 | 11 | -0.7 | 23 | -27 | -7 | -4
COc1ccc(N(Cc2ccc(N(C)C)cc2)C(=O)c2ccc(S(C)(=O)=O)cc2)cc1 | 0 | 7 | -1 | -9 | 5 | 0.2 | 16 | -18 | 4 | 1

Already shown: two of the compounds above.
SMILES | HSP90 refold inh | aSyn UTR inh | GSK3 alpha inh | HSF1 inh | HSF1 activator | HIF activator | AI-2 QS mod | KLF5 inhibitor | IEC-6 cytotox | GSK3beta inhib
COC(=O)C1=C(C)N(C)C(=O)NC1c1ccccc1 (centres undefined) | 3 | 0 | 1 | -4 | 12 | 0.1 | 37 | -8 | 6 | -2
COCCN1C(=O)N[C@@H](c2cccs2)C(C(=O)OC)=C1C | -2 | 6 | -3 | -2 | -12 | 0.1 | 11 | 6 | 5 | 4

From PubChem BioAssay
